CHO-K1 Ca antag: M1 antagonist counterscreen hit in parental CHO-K1 cells. inhibition, % at 3 µM. AID 602250. ATP-induced calcium, Fluo-8 fluorescence. 0.6% of 360,000 active;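 active = inhibition above a per-plate cutoff, the plate's mean sample inhibition plus 3 SD, cut at about 24% in these data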;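 also: 0% = DMSO plus EC80 ATP and 100% = DMSO alone without ATP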
OXTR potentiator: human OXTR potentiators, primary screen, fluorescence, CHO-OTR cells, Fluo-8 calcium | Fluo-8 calcium fluorescence, potentiator mode; 0% = oxytocin EC15, 100% = EC100 | activation, % at 3 µM | 0.061% of 320,000 active | AID 2445, 2010;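 active = activation above that plate's cutoff, the mean activation of tested compounds plus 3 SD, cut at about 6.6% in these data, passing the limit was not always enough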;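 also: 100% uses oxytocin at 75 nM as the full agonist control; some results filed as inactive read as strong as hits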
Target sequence (P30559 whole entry, looked up): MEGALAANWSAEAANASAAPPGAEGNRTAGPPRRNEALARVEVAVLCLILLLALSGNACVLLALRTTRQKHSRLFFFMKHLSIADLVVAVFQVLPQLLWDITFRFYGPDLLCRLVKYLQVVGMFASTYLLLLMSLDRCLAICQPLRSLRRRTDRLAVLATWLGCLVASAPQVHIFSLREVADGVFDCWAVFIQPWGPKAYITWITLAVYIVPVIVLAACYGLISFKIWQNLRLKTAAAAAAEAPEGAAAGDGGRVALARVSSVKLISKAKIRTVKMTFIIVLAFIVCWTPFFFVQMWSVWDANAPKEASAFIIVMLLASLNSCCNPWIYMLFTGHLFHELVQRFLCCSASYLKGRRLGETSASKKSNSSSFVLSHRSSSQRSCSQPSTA
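assay system = CHO-OTR cells, human receptor | schedule = compound 6 min at room temperature before oxytocin, 100 s read | detection = Fluo-8 intracellular calcium fluorescence, ex 470-495, em 515-575 nm | evaluation = normalized max/min fluorescence ratio, % activation | control set = EC15 oxytocin alone as 0%, 75 nM oxytocin (EC100) as 100%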
CHO-K1 Ca ag: counter-screen for M1 agonists: effect in parental CHO-K1 cells; Fluo-8 calcium fluorescence; scaled to maximal ATP response, vehicle zero; activation, % at 3 µM; 0.48% of 360,000 active; in the data active = activation above about 15%;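 also: untransfected CHO-K1 host cells lacking M1 receptor as counterscreen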
CHO-K1 Ca PAM: nonselective calcium activators in parental CHO-K1 cells, primary screen, counter-screen for M1 PAM project, cell-based, Fluo-8 calcium fluorescence, full deck, 1536-well; 0.02% of 360,000 active; activation, % at 3 µM; ATP EC20; 0% at ATP EC20, 100% at ATP max;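 active = activation above the run cutoff, the mean activation of all test compounds plus 3 SD, cut at about 40% in these data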;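 also: peak over basal fluorescence ratio in a 140 s read after ATP addition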
M1 antag: human M1 muscarinic receptor antagonists, primary screen, CHO-K1 cells, Fluo-8 calcium fluorescence, 1536-well. AID 588852, 2011. inhibition, % at 3 µM. CHO-K1 hM1, ACh EC80 antagonist. Muscarinic acetylcholine receptor M1 (Homo sapiens), P11229. 1.3% of 360,000 active;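 active = percent inhibition above its own plate's cutoff, namely the mean of that plate's compound wells plus 3 SD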;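 also: peak over basal fluorescence ratio during 140 s after agonist addition; 0% = ACh EC80 plus DMSO and 100% = DMSO alone without agonist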
TAAR1 antag: human TAAR1 antagonists, primary screen, Fluo-8 calcium fluorescence, CHO RD-HGA16 cells; antagonist; 1.5% of 360,000 active; inhibition, % at 3 µM;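 active = inhibition above a per-plate cutoff, the mean inhibition of test compounds on that plate plus 3 SD, cut at about 49% in these data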;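 also: 0% = DMSO plus EC80 beta-PEA response and 100% = DMSO alone without agonist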
Target sequence (Q96RJ0 whole entry, looked up): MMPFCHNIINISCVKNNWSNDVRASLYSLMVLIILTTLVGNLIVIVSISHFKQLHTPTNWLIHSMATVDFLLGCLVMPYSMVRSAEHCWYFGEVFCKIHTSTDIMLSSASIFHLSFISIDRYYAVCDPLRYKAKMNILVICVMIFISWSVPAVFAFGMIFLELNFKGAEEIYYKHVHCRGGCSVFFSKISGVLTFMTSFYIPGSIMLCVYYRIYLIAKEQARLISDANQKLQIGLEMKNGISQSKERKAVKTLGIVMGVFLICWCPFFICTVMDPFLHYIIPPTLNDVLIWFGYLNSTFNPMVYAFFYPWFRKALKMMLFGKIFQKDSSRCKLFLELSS
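Material: CHO RD-HGA16 cells bearing hTAAR1; compound dosing: one-point dosing, 3 µM nominal final; schedule: dye loading 75 min at 37 °C, then 30 min room temperature; measured by: calcium fluorescence with Fluo-8; control set: vehicle and agonist controls; replication: n of 1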
CHRM1 agonist: human M1 muscarinic receptor agonists, primary screen, Fluo-8 calcium fluorescence, CHO-K1 cells, HTS | Muscarinic acetylcholine receptor M1 (Homo sapiens), P11229 | CHO-K1 hM1, agonist mode; 0% DMSO, 100% acetylcholine EC100 | activation, % at 3 µM | 0.33% of 360,000 active;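 active = activation above the run's mean compound activation plus 3 SD, cut at about 16% in these data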;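 also: peak over basal fluorescence ratio within a 140 s kinetic read after compound addition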
CHO parental Ca: ATP-evoked calcium signal inhibitors, parental CHO, primary screen, counter-screen for OX1R antagonist project, cell-based, fluorescence, Fluo-8 calcium dye. parental CHO-K1, ATP-induced calcium, Fluo-8 fluorescence. inhibition, % at 5.6 µM. 0.63% of 330,000 active. AID 463079, 2010;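 active = inhibition above that plate's mean sample inhibition plus 3 SD, cut at about 26% in these data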;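 also: 0% = ATP-challenged DMSO wells and 100% = DMSO wells without ATP; some compounds past the cut are filed as inactive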
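material = parental CHO cells | also added = ATP as calcium-mobilizing challenge | dosing = single point at 5.6 µM | detection = intracellular calcium via Fluo-8 no-wash fluorescent dye | read-out = % inhibition | benchmarks = low control ATP plus DMSO, high control DMSO only | repeats = one well per compound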
TAAR1 ag: human TAAR1 agonists, primary screen, Fluo-8 calcium fluorescence, CHO RD-HGA16 cells; AID 624467, 2012; 0.99% of 360,000 active; Trace amine-associated receptor 1 (Homo sapiens), Q96RJ0; vehicle wells 0%, saturating PEA agonist 100%; activation, % at 3 µM;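 active = activation above the mean activation of all test compounds in the run plus 3 SD, cut at about 38% in these data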
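Assay system: CHO-derived RD-HGA16 cells with stable Gα16 and human TAAR1; timing: 17-24 h seeding, 75 min 37 °C dye, 30 min RT; read-out: % activation from peak over basal fluorescence ratio, DMSO-to-PEA scaled; measured by: kinetic Fluo-8 calcium fluorescence; benchmarks: low control DMSO, high control PEA (EC100); doses: 3 µM single concentration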
* marks the source's active call; other numbers are inactive results; x = no result given; & = joins results of further samples.

SMILES	CHO-K1 Ca antag	OXTR potentiator	CHO-K1 Ca ag	CHO-K1 Ca PAM	M1 antag	TAAR1 antag	CHRM1 agonist	CHO parental Ca	TAAR1 ag
CC(C)OCC(O)CN1CCN(C(c2ccccc2)c2ccccc2)CC1 (stereo not drawn)	-4	-8	2.0	21	24	5	-12	-13	3
COc1ccc(N(C(=O)CNC(=O)c2ccco2)C(C(=O)NC2CCCCC2)c2ccco2)cc1 (stereo not drawn)	-3	-14	0.2	5	-11	-17	-4	-12	11
COCC(=O)NC1CC2CCC(C1)N2C(=S)Nc1ccccc1C(=O)OC (stereo not drawn)	-18	-6	-0.4	22	5	-21	-2	-14	-2
COc1ccccc1NC(=O)CN1CCC(c2nc3ccc(C)cc3[nH]2)CC1	5	-1	14	0	2	22	-15	-29	5
Cc1nc(N2CCOCC2)c2oc3ccccc3c2n1	0	-9	0.2	11	-6	4	-5	-13	13
COC(=O)c1ccc(NS(=O)(=O)c2cc3c4c(c2)CCN4C(=O)CC3)cc1	2	-12	1.8	-17	3	-20	2	-23	2
COc1cc(/C=N/NC(=O)c2ccc(=O)[nH]n2)ccc1O	3	-3	0.7	18	-2	-2	-1	-6	1
O=C(NNS(=O)(=O)c1ccc([N+](=O)[O-])cc1)C(=O)Nc1cccc(C(=O)O)c1	6	-4	-0.4	-2	-10	-25	1	-1	1
O=C(CNCc1ccc(Cl)cc1)Nc1ccc(C(=O)N2CCCCC2)cc1	-7	-2	4.1	-12	-1	-11	-3	-24	8
CC(=O)Nc1ccc(S(=O)(=O)N2CCCC2C(=O)Nc2ccc(F)cc2)cc1 (stereo not drawn)	-8	-4	1.0	7	-10	-10	0	-5	2
CCCCOc1cc(C(=O)NCCN(CC)CC)c2ccccc2n1	-6&-7	-2&4	0.4&0.8	16&12	-18&-19	-2&-23	-5&-6	-4&-19	2&2
COc1ccc(CCN2C(=O)NC(NC(=O)C(C)(C)C)(C(F)(F)F)C2=O)cc1OC (stereo not drawn)	-11	-5	0.4	18	-11	8	-4	-5	1
CC(=O)c1cccc(NC(=O)Cc2ccc3c(c2)CCCC3)c1	-18	-11	8.0	5	12	6	2	-13	3
O=C(c1ccco1)N1CCN(C(=O)c2ccc(Br)o2)CC1	-4	x	0.8	16	-12	-10	-4	x	1
O=C(CSc1ncccn1)NNC(=O)c1ccccc1	-5	1	0.1	16	-5	-16	-2	-2	4
Cc1cc(C(=O)OCC(=O)NC(=O)c2cccn2C)c2ccccc2n1	-5	-4	0.5	2	-6	-2	-2	45*	2
COc1cccc(CC(=O)OCC(=O)NC2CCCCCC2)c1	-6	0	0.6	-2	1	-25	-3	-4	3
O=C(CSc1nc2ccc([N+](=O)[O-])cc2[nH]1)NC1CCCC1	8	-2	1.3	-9	3	26	0	-4	4
Cc1c(Cl)cccc1NC(=O)CCC(=O)NNC(=O)c1ccccc1	9	-7	-0.3	-6	-6	-17	-7	-5	30
CC(C)N(C(=S)Nc1ccc(S(=O)(=O)N2CCOCC2)cc1)c1ccccc1	-5	-1	0.5	2	-11	-5	-2	-3	4
Cc1[nH]c(=O)[nH]c(=O)c1S(=O)(=O)N1CCCC(C(=O)NCCc2ccc(Cl)cc2)C1 (stereo not drawn)	-1	-2	0.2	14	-1	x	-2	0	x
O=c1cc(N2CCc3ccccc3C2)[nH]c(=O)n1-c1ccccc1Cl	-11	-3	0.6	28	-13	27	-2	-10	79*
Cc1ccc(/C=N/NC(=O)c2cccc(NC(=O)c3ccccc3C)c2)o1	-13	-11	2.1	-4	-6	-4	-2	-14	5
Cc1nc2ccccc2c(=O)n1-c1ccc(NS(=O)(=O)c2cc(F)ccc2F)cc1	10	-15	0.0	9	-6	-7	1	-21	2
Cn1ncc(Br)c1C(=O)NC1CCCC1	-4	-4	1.3	3	6	-16	-2	-8	2
O=C1CC(c2ccc(F)cc2)SC(N(c2ccccc2)c2ccccc2)=N1 (stereo not drawn)	-1	-2	0.9	10	-5	-7	-11	-13	3
Cc1ccc(C(=O)OCC(=O)NC(C)c2ccccc2)cc1C (stereo not drawn)	1	-7	-0.2	27	-10	-8	-3	-1	2
CNC(=O)c1ccsc1NC(=O)CS(=O)(=O)c1ccc(F)cc1	23	x	1.7	-1	0	14	1	x	4
O=C(CSc1cccc(C(F)(F)F)c1)Nc1ccc(N2CCOCC2)cc1	-9	-6	4.5	0	-6	10	-3	1	4
CCOC(=O)N1CCN(C(=O)c2csc3c2CCCCC3)CC1	-8	-2	0.4	20	9	13	-8	-13	-1
CCN(CC)C(=O)C(C)N(C#N)c1nc(Cl)nc(N(C)C)n1 (stereo not drawn)	-9	-6	1.9	10	-6	3	-2	-9	0
COC(=O)COc1ccc2c(c1C)O/C(=C\c1ccco1)C2=O	-7	-11	1.1	-1	-13	-17	-5	-9	1
COc1cc(C2C(C(=O)c3ccc(C)o3)=C(O)C(=O)N2CCc2ccccc2)ccc1O (stereo not drawn)	-8	-4	0.1	10	-27	-4	-1	-14	32
CC(=NC1CCCCC1)c1ccc(O)cc1O	-12	x	1.9	11	-1	-2	-2	x	2
CCN(Cc1cc2ccccc2[nH]c1=O)S(=O)(=O)c1ccccc1	-1	-15	2.3	14	6	1	-2	-28	7
O=C(Nc1nnc(CSCc2ccccc2F)s1)c1cccc([N+](=O)[O-])c1	-14	-16	1.7	25	-1	10	4	-4	3
CCOc1ccccc1NC(=O)CN1CCC(C(=O)c2ccc(F)cc2)CC1	-3	-8	0.5	-13	7	6	-4	-59	-3
N#Cc1cc(C(=O)c2cc(F)ccc2O)cn(-c2nccs2)c1=O	21	-18	55*	-9	34	68*	54*	37*	105*
Cc1cccc(Nc2nc(N)nc(CN3CCN(c4ccccc4)CC3)n2)c1	-3	-6	2.3	9	-4	9	-4	-23	12
CN1CCN(C(=O)CCc2nc(-c3ccc(Cl)cc3)no2)CC1	-12	-3	3.4	12	-4	-4	-6	-13	0
COc1ccc(S(=O)(=O)N2CCOCC2)cc1NC(=O)CO/N=C/c1ccccc1OC(F)F	1	-9	15*	21	-11	1	-8	-13	-2
O=C(O)c1cc(-c2ccccc2)n(-c2ccccc2C(=O)O)n1	5	-9	0.5	-7	-7	-5	-4	1	7
COc1ccc2nc3n(c(=O)c2c1)-c1ccc(Cl)cc1C(=O)NC3Cc1ccc(O)cc1 (stereo not drawn)	-2	x	0.9	-7	-14	-8	1	x	1
CC1(C(=O)NS(=O)(=O)Cc2ccccc2)CCN1C(=O)C1(c2ccc(Cl)cc2)CCC1 (stereo not drawn)	-7	x	0.0	0	-7	-1	-2	x	1
Cc1cc(C)nc(/N=C(\N)Nc2ccc([N+](=O)[O-])cc2)n1	-14	-8	3.4	14	-6	23	-9	8	29
CCN(CC1COc2ccccc2O1)C(=S)Nc1ccccc1 (stereo not drawn)	9	-2	0.1	-18	-2	18	5	-9	11
CCOC(=O)C(C#N)=CN1CCNc2ccccc21	-8	x	0.4	10	-8	-8	-1	x	2
CC(=O)N1CCSc2ccc(S(=O)(=O)Nc3ccc(C)cc3)cc21	-16	-11	9.5	10	2	6	0	-6	7
CCOc1ccccc1CN1C(=O)c2ccccc2C1C(=O)NCC1CCCO1 (stereo not drawn)	-5	3	-0.4	10	-18	-5	-4	-22	18
CCCCN=C1C([N+](=O)[O-])=CC=C2C1=NC1(CCCCC1)N2O	19	-3	0.1	-14	5	-7	-4	-5	3
CN(CC(=O)Nc1cccc(F)c1)C(=O)c1cn2ccccc2n1	-10	4	0.5	9	-7	-12	-4	-9	0
Cc1ccc(Cc2c(C3CCCCC3)nc3ccc(C)cn23)cc1	13	x	0.9	-10	9	-10	-5	x	16
COCCOC(=O)C1=C(C)NC(=O)N(C(C)=O)C1c1ccc(Cl)cc1 (stereo not drawn)	-8	-4	4.4	2	-11	23	12	-14	24

Twelve entries from above, sorted by molecular weight, lowest first.
SMILES	CHO-K1 Ca antag	OXTR potentiator	CHO-K1 Ca ag	CHO-K1 Ca PAM	M1 antag	TAAR1 antag	CHRM1 agonist	CHO parental Ca	TAAR1 ag
CCOC(=O)C(C#N)=CN1CCNc2ccccc21	-8	x	0.4	10	-8	-8	-1	x	2
Cc1cc(C)nc(/N=C(\N)Nc2ccc([N+](=O)[O-])cc2)n1	-14	-8	3.4	14	-6	23	-9	8	29
O=C(O)c1cc(-c2ccccc2)n(-c2ccccc2C(=O)O)n1	5	-9	0.5	-7	-7	-5	-4	1	7
CCCCN=C1C([N+](=O)[O-])=CC=C2C1=NC1(CCCCC1)N2O	19	-3	0.1	-14	5	-7	-4	-5	3
CN(CC(=O)Nc1cccc(F)c1)C(=O)c1cn2ccccc2n1	-10	4	0.5	9	-7	-12	-4	-9	0
CCN(CC1COc2ccccc2O1)C(=S)Nc1ccccc1 (stereo not drawn)	9	-2	0.1	-18	-2	18	5	-9	11
CN1CCN(C(=O)CCc2nc(-c3ccc(Cl)cc3)no2)CC1	-12	-3	3.4	12	-4	-4	-6	-13	0
CC(=O)N1CCSc2ccc(S(=O)(=O)Nc3ccc(C)cc3)cc21	-16	-11	9.5	10	2	6	0	-6	7
CCOc1ccccc1CN1C(=O)c2ccccc2C1C(=O)NCC1CCCO1 (stereo not drawn)	-5	3	-0.4	10	-18	-5	-4	-22	18
COc1ccc2nc3n(c(=O)c2c1)-c1ccc(Cl)cc1C(=O)NC3Cc1ccc(O)cc1 (stereo not drawn)	-2	x	0.9	-7	-14	-8	1	x	1
CC1(C(=O)NS(=O)(=O)Cc2ccccc2)CCN1C(=O)C1(c2ccc(Cl)cc2)CCC1 (stereo not drawn)	-7	x	0.0	0	-7	-1	-2	x	1
COc1ccc(S(=O)(=O)N2CCOCC2)cc1NC(=O)CO/N=C/c1ccccc1OC(F)F	1	-9	15*	21	-11	1	-8	-13	-2
